PriA SSB inh: inhibitors of Klebsiella pneumoniae PriA binding to SSB C-terminal tail | AlphaScreen SSBct-PriA binding, biotinylated peptide | inhibition, % at 33 µM | 0.6% of 430,000 active | AID 1272365; in the data active means inhibition mostly above about 37%, no sharp cut-off; inactive means mostly below about 20%;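 further: plate controls were negative control peptide for no effect and reference peptide for full effect; strong numbers were not always called active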
PrPC surface inh: cell surface PrPC inhibition, primary TR-FRET screen. P04156. TR-FRET read-out. inhibition, % at 13.8 µM. 0.43% of 370,000 active. AID 720596; in the data active means inhibition above about 24%; further: 0% = median of the test wells and 100% = reference compound wells
Anthrax LF inh2: anthrax lethal factor protease inhibition; inhibition, % at 10 µM; 0.12% of 360,000 active; multiplex microsphere protease cleavage assay, LF; P15917; further: plate controls were buffer without enzyme for full effect and enzyme alone for no effect
Target sequence (P15917 whole entry, looked up): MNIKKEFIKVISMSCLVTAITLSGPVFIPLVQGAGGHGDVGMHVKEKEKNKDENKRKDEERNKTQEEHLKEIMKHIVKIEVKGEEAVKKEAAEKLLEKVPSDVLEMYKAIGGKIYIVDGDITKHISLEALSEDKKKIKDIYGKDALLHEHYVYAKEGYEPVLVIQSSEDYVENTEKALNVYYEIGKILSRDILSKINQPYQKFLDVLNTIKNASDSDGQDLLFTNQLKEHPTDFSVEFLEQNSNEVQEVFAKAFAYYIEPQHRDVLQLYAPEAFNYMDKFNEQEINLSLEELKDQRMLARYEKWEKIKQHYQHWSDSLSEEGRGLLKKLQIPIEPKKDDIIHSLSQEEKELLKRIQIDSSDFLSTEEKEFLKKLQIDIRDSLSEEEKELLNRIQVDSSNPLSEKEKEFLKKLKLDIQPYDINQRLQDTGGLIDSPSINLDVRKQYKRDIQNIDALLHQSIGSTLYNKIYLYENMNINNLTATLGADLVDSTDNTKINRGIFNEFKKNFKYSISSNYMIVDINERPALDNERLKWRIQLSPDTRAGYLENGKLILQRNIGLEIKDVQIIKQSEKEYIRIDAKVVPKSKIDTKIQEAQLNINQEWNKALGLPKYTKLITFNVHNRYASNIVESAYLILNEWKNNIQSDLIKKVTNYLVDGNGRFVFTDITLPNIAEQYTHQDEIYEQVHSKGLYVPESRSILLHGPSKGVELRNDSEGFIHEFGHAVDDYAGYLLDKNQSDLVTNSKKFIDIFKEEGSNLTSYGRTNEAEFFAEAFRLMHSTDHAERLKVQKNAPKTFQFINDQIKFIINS
Yp Topo-I inh: Y. pestis Topo-I inhibition via cleavage products | Y. pestis Topo-I cleavage product accumulation, plate reader | activity, % at 10 µM | 0.064% of 360,000 active | AID 504884; in the data active means activity above about 50%, passing the limit was not always enough; inconclusive means no clear call, values can overlap the other calls; further: inactives centre near 2
TcdB inh: TcdB glycohydrolase inhibition; AID 652162; P18177; inhibition, % at 9.99 µM; TcdB glycohydrolase enzymatic assay, plate reader; 0.24% of 350,000 active; in the data active means inhibition above about 10%
SARS 3CLpro inh: SARS-CoV 3CLpro protease inhibition. 0.14% of 290,000 active. recombinant SARS-CoV 3CLpro, quenched FRET peptide cleavage. AID 1706. inhibition, % at 6 µM. P0C6X7; in the data active means inhibition above about 12%
BH1578 lux ind: inducers of Vibrio cholerae quorum light production without autoinducers; V. cholerae BH1578 lux reporter, luminescence, 6 h; activation, % at 18.7 µM; 0.16% of 350,000 active; AID 588436; in the data active means activation mostly above about 9.7%, no sharp cut-off; inconclusive means no clear call, values can overlap the other calls; inactive means mostly below about 3.7%; further: not every result past the cut was called active; inactives centre near 0; reference of the scale not given here
BoNT A protease: inhibitors of Botulinum neurotoxin A light chain protease; multiplex microsphere protease substrate cleavage, flow cytometry; inhibition, % at 10 µM; 0.17% of 360,000 active; further: plate controls were buffer without enzyme for full effect and enzyme alone for no effect
PfHsp40 yeast: compounds rescuing yeast from Plasmodium falciparum HSP40 toxicity. S. cerevisiae expressing PfHsp40, growth rescue, ATP luminescence. 0.68% of 340,000 active. growth rescue, % at 12.5 µM; in the data active means growth rescue above about 28%, passing the limit was not always enough; inconclusive means no clear call, values can overlap the other calls;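 further: yeast W303a lacking pdr1 and pdr3 grown in galactose medium; growth measured after three days at 30 °C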
* marks the source's active call; other numbers are inactive results; i = inactive; ? = inconclusive; nt = not tested or not shown. Unless noted, no stated cut-off is given here; in the data, active means inhibition above about 30%; inconclusive means no clear call, values can overlap the other calls; inactive means below that. An excerpt, so the mix of outcomes need not match the whole.

SMILES	PriA SSB inh	PrPC surface inh	Anthrax LF inh2	Yp Topo-I inh	TcdB inh	SARS 3CLpro inh	BH1578 lux ind	BoNT A protease	PfHsp40 yeast
O=C1CC(c2ccsc2)c2ccc3ccccc3c2N1 (stereo unspecified)	4	-2	-6	17	2.5	7	i	-1.3	6.2
CC(C)NC(=O)Cn1nnc(-c2ccc(Cl)cc2)n1	0	8	-4	4	-0.1	0	3.3	0.6	1.0
CCn1c(CC(=O)Nc2ccc(F)cc2)nnc1SCC(=O)NC1=NCCS1	-1	1	-3	4	-11	-2	-0.6	-2.4	0.2
COc1ccccc1CNC(=O)C1CCN(S(=O)(=O)N2CCCCC2)CC1	0	-3	-2	7	1.2	4	-3.0	-2.1	-1.2
Cc1ccc(SCc2nc3ccccc3n2CC(=O)Nc2c(C)cccc2C)cc1	0	-1	3	30	nt	9	-2.0	0.8	?
Cc1c(-c2cc(C(=O)O)on2)cnn1C	-4	-2	1	-14	1.8	0	-1.0	0.1	0.7
CCOc1ccc(C(=O)NCC(=O)NC(C)CCc2ccccc2)cc1OCC (stereo unspecified)	-8	-3	3	-1	-1.7	-1	-2.5	-0.5	2.2
O=C(c1ccncc1)N(c1ccc2oc3c(c2c1)CCCC3)S(=O)(=O)c1ccc(F)cc1	0	7	-1	0	0.6	0	2.7	-0.7	2.1
C=CCn1c(SCC(=O)Nc2nc(C)cs2)nnc1C(CO)NC(=O)c1ccccc1 (stereo unspecified)	-12	6	1	0	nt	0	i	2.2	-1.0
COc1cccc(NC(=O)C2CC(=O)N(C)C(=Nc3cccc(F)c3)S2)c1 (stereo unspecified)	-13	8	0	2	0.6	2	i	-0.5	1.8
Cc1cc(C)n(-c2nnc3c4ccccc4n(C)c3n2)n1	-9	-1	?	-2	0.6	5	-0.4	-4.9	0.6
O=[N+]([O-])c1ccc(C2(O)CN(c3ccccc3)C3=[N+]2CCS3)cc1 (stereo unspecified)	3	-6	-2	-6	1.3	1	i	0.5	-0.8
COCC(=O)N/N=C\c1ccc(OC/C=C/c2ccccc2)c(OC)c1	nt	-5	-5	10	1.2	2	1.1	-4.6	15
COC(=O)C1=CN(Cc2ccc(OC)c(OC)c2)C=C(C(=O)OC)C1c1ccc(F)cc1	-48	2	5	1	0.4	6	-1.7	-1.5	1.2
CC1CCCN(C(=O)CN2C3CCC2CC(O)(c2ccc(F)cc2)C3)C1 (stereo unspecified)	-4	-3	-3	-9	1.3	4	-0.4	-0.2	-0.3
C/C(=N\Nc1cc(N2CCOCC2)ncn1)c1ccccc1	nt	-14	-2	-7	1.8	1	-0.8	-2.2	-0.7
O=C(c1ccccc1Sc1ccc([N+](=O)[O-])cc1Cl)N1CCOCC1	13	-33	-2	10	8.8	2	-0.2	0.5	-1.6
CCc1ccccc1NC(=O)CCNS(=O)(=O)c1ccc2c(c1)CCC(=O)N2	-18	6	1	0	-0.9	-1	-0.6	0.9	1.8
COc1ccc(OC)c(N2Cc3ccccc3C2=N)c1	-2	-6	-5	9	0.1	1	i	-0.1	0.3
COc1ccc(NC(=O)COC(=O)c2ccc(F)cc2F)cc1	0	5	-3	-3	1.6	-1	-0.2	-0.6	-0.9
Cc1cc(Oc2ccc(N)cn2)ccc1Cl	14	-2	-8	1	1.8	2	0.7	1.8	-0.9
CC[C@@H](C)C(NC(=O)OC(C)(C)C)c1cn([C@@H](Cc2cc3ccccc3[nH]2)C(=O)N2CCN(C(=O)OC(C)(C)C)CC2)nn1 (stereo partly specified)	6	-1	-6	29	0.9	-3	i	-0.2	1.3
O=C(CCCOc1ccc(Cl)cc1Cl)N/N=C/c1ccc(Cl)cc1	nt	4	0	-5	-0.2	4	-0.2	-0.5	1.0
Cc1cccc(-n2c(SCC(=O)Nc3cccc(S(=O)(=O)NC4=NCCCCC4)c3)nc3ccccc3c2=O)c1C	5	-1	-3	26	1.2	7	-0.8	-0.8	-1.1
Cc1ccc(Cn2nnc3c(=O)[nH]c(C4CCN(C(=O)c5cccs5)CC4)nc32)cc1	-6	5	0	21	nt	2	2.7	-1.1	0.5

Continued; the last 5 above are carried over.
SMILES	PriA SSB inh	PrPC surface inh	Anthrax LF inh2	Yp Topo-I inh	TcdB inh	SARS 3CLpro inh	BH1578 lux ind	BoNT A protease	PfHsp40 yeast
Cc1cc(Oc2ccc(N)cn2)ccc1Cl	14	-2	-8	1	1.8	2	0.7	1.8	-0.9
CC[C@@H](C)C(NC(=O)OC(C)(C)C)c1cn([C@@H](Cc2cc3ccccc3[nH]2)C(=O)N2CCN(C(=O)OC(C)(C)C)CC2)nn1 (stereo partly specified)	6	-1	-6	29	0.9	-3	i	-0.2	1.3
O=C(CCCOc1ccc(Cl)cc1Cl)N/N=C/c1ccc(Cl)cc1	nt	4	0	-5	-0.2	4	-0.2	-0.5	1.0
Cc1cccc(-n2c(SCC(=O)Nc3cccc(S(=O)(=O)NC4=NCCCCC4)c3)nc3ccccc3c2=O)c1C	5	-1	-3	26	1.2	7	-0.8	-0.8	-1.1
Cc1ccc(Cn2nnc3c(=O)[nH]c(C4CCN(C(=O)c5cccs5)CC4)nc32)cc1	-6	5	0	21	nt	2	2.7	-1.1	0.5
CCOc1ccc(CNC(=O)CS(=O)(=O)Cc2nc(-c3ccc(OC)cc3)oc2C)cc1	-14	4	-5	16	-0.4	3	-0.5	0.0	-0.6
Cc1ccc2c(c1)c1c(n2CC(O)CNC2CCCC2)CCCC1 (stereo unspecified)	33	11	-10	-15	0.9	1	0.1	-0.9	-0.1
Cc1nnc(SCc2cccc(Cl)c2)n(N)c1=O	2	1	0	-11	0.2	1	i	0.5	-1.2
COc1cc(/C=N/NC(=O)Cn2nnc3ccccc32)ccc1O	nt	0	0	-6	12*	2	-0.3	0.1	-2.7
COc1ccccc1N1CCN(C(=O)CSc2nc3ccccc3o2)CC1	4	-4	-8	40	nt	-5	-2.7	?	2.9
CCOC(=O)c1nc(NNC(=O)c2ccc([N+](=O)[O-])cc2)sc1C	13	-11	-12	-4	2.1	-4	-0.2	2.9	7.2
COc1ccc(Cn2c(=O)sc3ccccc3c2=O)cc1	-9	2	5	32	-0.7	-3	0.3	-0.4	15
C=CCn1cc(-c2cccc(Cl)c2)cc(C#N)c1=O	-4	-8	-6	-3	nt	-2	-0.1	-1.0	-2.0
CSc1ccccc1C(=O)Nc1cc([N+](=O)[O-])ccc1C	5	-24	-6	0	1.3	4	6.1	0.0	0.0
CC1CCC(NS(=O)(=O)c2ccc3c(c2)CC(=O)N3)CC1 (stereo unspecified)	4	-9	-3	-11	0.4	5	i	-2.4	-0.8
O=C(N/N=C/c1ccoc1)c1cccc([N+](=O)[O-])c1	nt	-16	0	2	0.3	4	0.9	0.0	-1.2
CCCN(Cc1nnc(-c2cccs2)o1)C(=O)CN1C(=O)NC2(CCCCC2C)C1=O (stereo unspecified)	-1	-4	-1	-3	0.7	nt	i	0.1	0.5
CCOc1cc(/C=C2\CN(CC)C/C(=C\c3ccc(O)c(OCC)c3)C2=O)ccc1O	-6	-14	-15	21	0.3	0	i	-3.9	2.0
Cc1ccc2nc(SCc3nnc(-c4ccccc4Br)o3)[nH]c2c1	-4	4	-7	8	nt	5	12	0.2	-0.7
COc1ccc(Cl)cc1-c1cc(C(=O)Nc2ccccc2)[nH]n1	nt	10	-2	-10	2.0	nt	-0.4	-0.1	nt
O=S(=O)(NCCc1ccccc1)c1cccc(S(=O)(=O)N2CCOCC2)c1	-3	11	-1	-3	nt	3	nt	0.7	-0.3
Cc1ccc(C)c(S(=O)(=O)N2CCN(C(=O)c3cccn3C)CC2)c1	5	-7	3	8	0.5	nt	i	-1.3	0.7
CN1/C(=C\C(=O)COC(=O)Cn2nnc(-c3ccccc3)n2)C(C)(C)c2ccccc21	-25	10	0	-5	nt	-3	-0.7	3.8	-0.1
CN(C)CCN(C(=O)c1ccc2c(c1)CCCC2)c1nc2c(F)cccc2s1	36	3	-3	21	0.1	-3	i	-2.1	0.5
O=C(NCc1ccccn1)C(=O)NCC1OCCCN1S(=O)(=O)c1ccc(F)cc1 (stereo unspecified)	-1	2	-2	9	1.2	1	i	4.5	-0.5
CCCCc1ccc(S(=O)(=O)NC(=O)C2(C)CCN2C(=O)CCc2cccs2)cc1 (stereo unspecified)	nt	0	-11	10	1.4	nt	-0.5	-0.3	nt
CCCS(=O)(=O)N1CCN(Cc2ccccc2C(F)(F)F)CC1	-36	1	2	16	nt	4	-1.7	2.2	-0.9
C[C@@H]1O[C@@H](O[C@H]2[C@H](O[C@H]3C[C@]4(C)C(C[C@@H](O)C5C([C@]6(C)CC[C@@H](C(C)(C)O)O6)CC[C@]54C)[C@@]4(C)CC[C@H](O)C(C)(C)C34)O[C@H](CO)[C@@H](O)[C@@H]2O)[C@H](O)[C@H](O)[C@H]1O (stereo partly specified)	3	2	-1	2	0.5	nt	i	0.2	-0.5
O=C(CCCN1CCC(c2ccccc2)C1)c1ccc2c(c1)OCCO2 (stereo unspecified)	-7	-5	-4	8	nt	-5	i	-1.4	1.0
CCN(CC)c1ccc(C(=S)N2CCN(c3ccccc3)CC2)cc1	-22	6	-3	25	nt	-7	-0.4	-0.7	4.9

Continued:
SMILES	PriA SSB inh	PrPC surface inh	Anthrax LF inh2	Yp Topo-I inh	TcdB inh	SARS 3CLpro inh	BH1578 lux ind	BoNT A protease	PfHsp40 yeast
Clc1ccc(-c2nnc3sc(-c4ccc(Br)o4)nn23)c(Cl)c1	-2	-3	-5	5	nt	-7	2.4	0.9	-0.8
CN(C)N1C(=O)CC(N2CCCCC2)C1=O (stereo unspecified)	-1	-1	-3	5	0.3	-1	-0.2	-1.1	-0.5
CCOc1ccccc1CNC(=O)c1ccc2c(c1)N(CC)CCS2	-6	14	-20	-1	0.6	2	-0.1	-1.1	0.2
O=C(NNC(=O)c1cccc(S(=O)(=O)N2CCCCC2)c1)c1ccccc1	1	10	-3	7	-1.3	nt	1.1	-0.1	-0.8
COc1cc(C(=O)NC(=S)N(C)Cc2ccccc2)cc(OC)c1OC	6	1	3	9	-0.2	3	i	-1.6	-0.8
CC(=O)N1CC2(CC(c3ccccc3F)=NO2)CN1c1ccc(Cl)cc1 (stereo unspecified)	nt	2	-4	22	2.0	nt	-0.2	-0.2	nt
Cc1ccc(C)c(-c2nnc(NC(=O)CCS(=O)(=O)c3ccccc3)o2)c1	2	3	0	10	1.5	nt	i	1.8	-0.1
CN(C)c1nc(N)nc(/C(C#N)=C/C2CC3C=CC2C3)n1 (stereo unspecified)	-9	-1	0	2	nt	6	-0.3	0.1	5.8
CN(C)S(=O)(=O)Oc1ccc(C(=O)Nc2ccc([N+](=O)[O-])cc2)cc1	-8	-2	-2	-8	1.2	3	i	-0.5	-0.1
O=C(c1ccc(C(F)(F)F)cc1)C1CCCN(C(=O)CN2C(=O)CSC2=O)C1 (stereo unspecified)	-9	3	-1	12	1.0	7	i	-0.7	0.9
COc1ccc(CCNC(=O)C2CCN(S(=O)(=O)N3CCC4(CC3)OCCO4)CC2)cc1OC	3	-2	-3	-3	nt	-5	-0.2	-0.3	-1.3
CN(CCOc1ccccc1)CC(=O)Nc1ccc(Br)cc1F	-3	2	-8	4	1.5	-3	i	0.2	-0.1
Cc1ccc(F)cc1NC(=O)CSCc1c(C)noc1C	-20	0	1	-9	0.2	nt	0.0	-0.5	0.1
Nc1ccn(C2OC(COC(=O)C34CC5CC(CC(C5)C3)C4)C(O)C2O)c(=O)n1 (stereo unspecified)	-2	6	4	11	0.5	nt	-5.6	-0.7	-0.8
COc1ccc(OCC(=O)Nc2ccc3c(c2)nc(CCN2CCC(C)CC2)n3C)cc1	9	-8	-3	10	-1.1	-3	4.2	1.9	0.6
Cc1cc(C)c(NC(=O)CS(=O)CC(=O)Nc2ccc(-n3cnnn3)c(C)c2)c(C)c1 (stereo unspecified)	12	5	9	-9	-0.8	5	i	-1.0	-0.8
O=C(Nc1ccc(N2CCOCC2)cc1)c1ccc(Br)o1	-9	-5	1	1	1.5	-5	i	-1.8	0.1
CC1(C(=O)NCc2cccc3ccccc23)CCN1C(=O)C1(c2ccccc2)CCCC1 (stereo unspecified)	nt	5	2	14	0.6	nt	-0.9	-0.2	nt

Source: PubChem
